All columns: NCI-60 one-dose screen, growth in % after 48 h at 10 µM unless noted; 100 = growth as untreated, 0 = no growth, -100 = all killed.
NCI-H226: NCI-H226 lung cancer; 79,000 compounds, 3.5% hits; AID 1794732
COLO 205: COLO 205 colon cancer | 79,000 compounds, 7.3% hits
NCI-H23: NCI-H23 lung cancer; 80,000 compounds, 4% hits
NCI-H522: NCI-H522 lung cancer; AID 1794739; 78,000 compounds, 8% hits
A498: A498 renal cancer cells | 76,000 compounds, 5.4% hits | AID 1794774
NCI-H460: NCI-H460 lung cancer; 82,000 compounds, 6.8% hits; AID 1794736
HT29: HT29 colon cancer; 81,000 compounds, 7.4% hits; AID 1794748
RXF 393: RXF 393 renal cancer cells; 77,000 compounds, 6.9% hits; AID 1794773
NCI-H322M: NCI-H322M lung cancer; AID 1794733; 80,000 compounds, 2.7% hits
* = called active by the depositor; . = not tested or not shown; & = joins results of further samples. The calls were made as follows: active = growth percent below 10; inactive = the rest.

The line under a structure holds: A498, COLO 205, NCI-H23, RXF 393, NCI-H226, NCI-H460, HT29, NCI-H322M, NCI-H522
NCc1nnc(CCC(=O)c2nc3ncccc3[nH]2)o1
→ 85, 118, 94, 102, 92, 100, 107, 98, 96
C/C(=N\Nc1ccc(C(=O)O)cc1)c1cnn(-c2cc(=O)[nH]c3ccc(C)cc23)c1C
→ 108, 118, 106, 94, 90, 109, 100, 98, 89
NC1C(N)C(N)C1N (stereo unspecified)
→ 116, 107, 102, 125, ., 113, 106, 100, 91
O=[N+]([O-])c1ccc(-c2cc3c(Nc4ccc(OCc5cccc(F)c5)c(Cl)c4)ncnc3s2)cc1
→ 85, ., 73, 81, 86, 42, 67, 86, 68
C=CCC(N)C(=O)O (stereo unspecified)
→ 108, 112, 106, 111, 99, 114, 103, 109, 99
CCCCN(CCCC)C(=O)[C@H](CC)[C@@H]1CC[C@@H](C)[C@@H]([C@H](C)[C@@H](O)[C@@H](C)C(=O)[C@H](CC)C2O[C@]3(C=C[C@@H](O)[C@]4(CC[C@@](C)([C@H]5CC[C@](O)(CC)[C@H](C)O5)O4)O3)[C@H](C)C[C@@H]2C)O1 (stereo partly specified)
→ -15*, -78*, -12*, -3.8*, -2.4*, -4.4*, 7.8*, ., -18*
O=[N+]([O-])c1ccc(O)c(-c2nc3ccccc3s2)c1
→ 43, 103, 47, 107, 84, 63, 97, 91, 59
CCOc1ccc2c(S(=O)(=O)O)cccc2c1[N+](=O)[O-]
→ 116&95, 103&107, 102&95, 100&114, 94&97, 105&99, 117&105, 104&102, 122&100
COc1ccc(-c2nc3c(ncc4ccc(-c5ccccc5OC)nc43)s2)cc1
→ 79, 108, 90, 101, 98, 102, 81, 100, 84
CCCc1cccc(N)c1O
→ 97, 127, 102, 111, 99, 108, 109, 97, 96
C/C(=N\NS(=O)(=O)c1ccc(C)cc1)c1ccncc1
→ 95, 117, 99, 107, 90, 116, 99, 112, 94
Brc1ccc2[nH]cc(-c3nn4cc(-c5cccnc5)nc4s3)c2c1
→ 73, 62, 75, 72, 89, 44, 67, 87, 78
CSc1ccc(NCc2cn(-c3ccc(C(=O)O)cc3)nc2-c2ccc(C(=O)O)cc2)cc1
→ 107, 121, 109, 113, 100, 107, 106, 102, 101
CCN(/C=c1\sc2ncnn2c1=O)CC
→ 96, 106, 105, 104, ., 104, 112, 107, 87
O=C(c1ccncc1)N1N=C(c2ccccc2)C[C@H]1c1cn(-c2ccccc2)nc1-c1ccccc1
→ 96, 106, 91, 72, 111, 74, 88, 101, 96
O=C(Nc1ccccc1)c1cc2ccccc2s1
→ 92, 95, 75, 110, 88, 40, 104, 76, 82
CCn1c2ccccc2c2ccc(C(C)=O)cc21
→ 84, ., 101, 105, 92, 108, 96, 126, 97
CC(=O)OCC1OC(COC(C)=O)(c2ccc(C)cc2)C(OC(C)=O)C1OC(C)=O (stereo unspecified)
→ 105, 111, 102, 121, 117, 114, ., 117, 113
C=CCNc1ncnc2sc(SC)nc12
→ 110, 129, 99, 31, 95, 109, 109, 112, 93
O=Cc1cccc(OC(=O)Nc2ccccc2)c1
→ ., 107, 94, 113, 103, 110, 105, 98, 103
COc1cc(C(=O)OC(=O)c2ccc(OCc3ccccc3)c(OC)c2)ccc1OCc1ccccc1
→ ., 122, 91, 111, 76, 104, 99, 95, 82
N=C(N)Sc1cc(Br)c[n+]([O-])c1
→ 91, 108, 103, 106, 87, 104, 102, 103, 89
COc1ccc2cc(-c3nc4ccccc4s3)c(Cl)nc2c1OC
→ 93, 98, 84, 104, 94, 98, 104, ., 101
COc1ccc(NC(=O)C2CCC(=O)N2)cc1OC (stereo unspecified)
→ ., 110, 86, 100, 101, 117, 107, 95, 98
CCC(CC)C(=O)OC(C)COc1ccc(C(C)(C)C)cc1 (stereo unspecified)
→ 88, 124, 105, 113, 100, 106, 72, 109, 71
O=C1N(C2CCCCC2)C(=O)N1C1CCCCC1
→ -12*, 62, 45, 43, 46, 39, 45, 35, 17
O=C(NCc1ccccc1)C1CSC2c3ccccc3C(=O)N12 (stereo unspecified)
→ 102, ., 101, 114, 87, ., 99, 102, 79
O=C(O)CCc1nc2c(=O)[nH]c(SCC(=O)O)nc2[nH]c1=O
→ 102, 119, 98, 103, 93, 102, 109, 105, 100
CCC1(CC)COC(c2ccc(Cl)cc2)OC1
→ 96, 97, 98, 99, 93, 104, 92, 98, 78
O=c1[nH]nc(-c2cc(-c3ccccc3)nc3ccccc23)o1
→ 66, 109, 91, 91, 90, ., 81, ., 67
COc1cc(-c2nc(-c3ccccc3)[nH]c2-c2ccnc(NCCCNS(=O)(=O)c3ccc(Br)cc3)n2)ccc1Cl
→ 64, 77, 87, 75, 67, 71, 51, 92, 78
N#CC(c1ccccc1)N(CCc1ccccc1)C(=O)Oc1ccccc1 (stereo unspecified)
→ 87, 113, 101, 99, 94, 93, 105, 99, 90
CC1=C(C)C(=O)C(Nc2ccccc2)=C(Br)C1=O
→ 95, 115, 98, 103, 94, 104, 108, 101, 91
Clc1cc(Cl)cc(-c2ccc(-c3ccc(/C=N/NC4=NCCN4)cc3)s2)c1
→ 88, -17*, 39, 61, 85, 4.5*, 0.3*, 98, 71
CNC(=O)C(c1ccc(Cl)cc1)c1ccc(Cl)cc1
→ 98, 108, 94, 110, 98, 103, 80, 102, 96
COc1ccc(-c2nn(-c3ccccc3)cc2/C=C2\SC(=S)N(C3CCCCC3)C2=O)cc1
→ 71, 120, 90, 108, 82, 101, 113, 99, 86
NS(=O)(=O)c1ccc(Nc2nc(Nc3ccccc3)nc(-n3nc(-c4ccc(Cl)cc4)cc3-c3ccccn3)n2)cc1
→ 77, 77, 83, 64, 73, 65, 90, 63, 58
CC(C)(C)OC(=O)n1cc(-c2nc(-c3c[nH]c4c(Cl)nccc34)cs2)c2cc(Br)ccc21
→ 69, 85, 96, 102, 77, 88, 88, 107, 86
C#CCCC(=O)NCCN1CCOCC1
→ ., ., 98, 124, ., 110, 106, 109, 98
CC(=O)NO
→ 113, 108, 98, 106, 99, 113, 94, 109, 85
CCN(CC)C(=NC(C)(C)C)c1ccccc1
→ 109, 98, 101, 107, 102, 110, 103, 97, 113
O=C(CSc1nnc(-c2ccc(Cl)cc2)n1-c1ccccc1)Nc1ccc(C(=O)O)cc1
→ 93, 114, 106, 127, 102, 102, 111, 107, 93
COc1ccc(-c2nnc3c(/C=C/c4ccc(F)cc4)nc4ccccc4n23)cc1
→ 94, 82, ., 100, 84, 71, 66, 98, 66
O=S(=O)(Nc1cccnc1)c1ccccc1
→ 97, 103, 100, 98, 98, 101, 103, 99, 89
COc1cccc(C2=NN3C(C2)c2ccccc2OC3c2ccc(/C=C3\SC(=S)N(C)C3=O)cc2)c1 (stereo unspecified)
→ 114, 110, 95, 124, 98, 106, 107, 100, 89
Cc1c(Cl)cccc1Nc1ccccc1C(=O)O
→ 88, 101, 96, 109, 96, 102, 118, 107, 110
Cc1[nH][nH]c2nc3nc(=S)sc3c(-c3ccc(F)cc3)c12
→ ., 101, ., 108, 96, 97, 108, 94, 94
CCc1nc2c(=O)[nH]cnc2o1
→ 102, 110, 107, 102, 96, 105, 108, 98, 108
O=C(NCCc1ccccc1O)c1cc2c(cc1[N+](=O)[O-])OCO2
→ 108, 104, 95, 111, 100, 106, 103, ., 92
N#Cc1c(-c2ccccc2F)cc(-c2ccncc2)[nH]c1=O
→ 73, 120, 106, 103, 99, 106, 107, 108, 95
COc1ccc(-c2cc(-c3cc(OC)c(OC)c(OC)c3)c(C#N)c(=O)n2CCCCCC(=O)Nc2ccccc2N)cc1
→ 50, 116, 92, 101, 89, 93, 97, 94, 88
CNCCNc1nc2ccccc2c2c(=O)c3cccc(OC)c3sc12
→ 3.7*, ., 47, 42, ., -68*, -18*, 34, 28
C#CC[C@@H]1C[C@]2(C)[C@H]3CC=C4[C@H]5[C@@H](C)[C@H](C)CC[C@]5(C(=O)NCCCCN)CC[C@@]4(C)[C@]3(C)CC[C@H]2C(C)(C)[C@H]1OC(C)=O
→ 118, 6.7*, 95, 56, 87, 1.5*, 11, 92, 82
CC12CCC3C4(C)COC(c5cccc(F)c5)OC4CCC3(C)C1CC(C1=CCOC1=O)O2 (stereo unspecified)
→ 78, 96, 88, 116, 84, 96, 89, 92, 78
COc1ccc(/C=N/NC(=O)C(=O)N/N=C/c2ccc(OC)c(S(=O)(=O)O)c2)cc1S(=O)(=O)O
→ 114, 106, 110, 113, 96, 116, 104, 105, 95
COC(=O)c1ccccc1C
→ 92, 134, 98, 96, 99, 106, 100, 98, 96
COc1cc2cc(Oc3ccc(NC(=O)c4ccc(Cl)c(Cl)c4)cc3)c(C)nc2cc1OC
→ 68, 57, 54, 61, 65, 63, 43, ., 55
O=C1c2nsnc2C(=O)c2c(F)c(F)c(F)c(F)c21
→ 10, ., -22*, -96*, -38*, -52*, -55*, 27, -67*
CN1C(=O)N(C)C2Nn3c(s/c(=C\c4ccc(Cl)cc4Cl)c3=O)=NC21 (stereo unspecified)
→ ., 22, 62, 40, ., 31, 37, 79, 55
COc1ccc(C2NC(=O)C(C#N)c3c2sc2c(F)cccc32)cc1 (stereo unspecified)
→ 32, 92, 76, 56, 60, 29, 51, 65, 20

Next entries
The line under a structure holds: A498, COLO 205, NCI-H23, RXF 393, NCI-H226, NCI-H460, HT29, NCI-H322M, NCI-H522
CCOC(=O)[C@@H]1[C@H](c2ccccc2)[C@H]([N+](=O)[O-])[C@H](c2cn(-c3ccccc3)nc2C)N1Cc1ccccc1
→ 98, 65, 89, 70, 67, 42, 76, 104, 81
NC(=O)C(=O)Nc1cccc(-c2ccc(S(=O)(=O)Nc3ccc4c(c3)N(C(=O)C3CC3)CCC4)cc2)c1
→ 50, 103, 58, 65, 66, 83, 73, 63, 64
CSc1nc2ccccc2c(=O)n1CCc1ccccn1
→ 89, 101, 82, 102, 81, 98, 96, 109, 104
Cc1cc[c-]cc1.Fc1c[c-]c(-c2ccccn2)c(F)c1.[Pt+2].c1ccc(P(C[PH+](c2ccccc2)c2ccccc2)c2ccccc2)cc1
→ 9.2*, -41*, 7.4*, 23, -2.1*, 3.7*, 17, 19, 8.5*
CCCCOC(=O)C(=O)/C(=C\n1c(=S)[nH]c2cc(C)ccc21)C(=O)C=C(C)C
→ 121, 106, 102, 110, 92, 106, 100, 98, 81
Cc1c(C(=O)NC(Cc2ccccc2)C(O)C(=O)NCc2ccccn2)[nH]c2ccccc2c1=O (stereo unspecified)
→ 107, 117, 98, 110, 98, 105, 101, 102, 95
Fc1ccc(N2CCN(c3ncnc4[nH]ccc34)CC2)cc1
→ 54, 115, 89, 81, 81, 75, 84, 89, 69
CCOC(=O)c1nn(-c2ccccc2)c(=O)c2c(N)c(C#N)c(-c3cccs3)cc12
→ 102, 102, 69, 60, 60, 93, 62, 91, 84
O=C(/C=C/c1cn(Cc2ccc(Cl)cc2)c2ccccc12)c1ccccc1
→ 82, 115, 95, ., 81, 73, 74, 88, 67
C=CCSc1nc(N)nc2nc[nH]c12
→ 106, 101, 97, 109, 91, 103, 112, 93, 82

Ordered by number of heavy atoms (rising): some entries from above
The line under a structure holds: A498, COLO 205, NCI-H23, RXF 393, NCI-H226, NCI-H460, HT29, NCI-H322M, NCI-H522
CSc1nc2ccccc2c(=O)n1CCc1ccccn1
→ 89, 101, 82, 102, 81, 98, 96, 109, 104
Fc1ccc(N2CCN(c3ncnc4[nH]ccc34)CC2)cc1
→ 54, 115, 89, 81, 81, 75, 84, 89, 69
O=C(/C=C/c1cn(Cc2ccc(Cl)cc2)c2ccccc12)c1ccccc1
→ 82, 115, 95, ., 81, 73, 74, 88, 67
CCCCOC(=O)C(=O)/C(=C\n1c(=S)[nH]c2cc(C)ccc21)C(=O)C=C(C)C
→ 121, 106, 102, 110, 92, 106, 100, 98, 81
Cc1c(C(=O)NC(Cc2ccccc2)C(O)C(=O)NCc2ccccn2)[nH]c2ccccc2c1=O (stereo unspecified)
→ 107, 117, 98, 110, 98, 105, 101, 102, 95
CCOC(=O)[C@@H]1[C@H](c2ccccc2)[C@H]([N+](=O)[O-])[C@H](c2cn(-c3ccccc3)nc2C)N1Cc1ccccc1
→ 98, 65, 89, 70, 67, 42, 76, 104, 81
Cc1cc[c-]cc1.Fc1c[c-]c(-c2ccccn2)c(F)c1.[Pt+2].c1ccc(P(C[PH+](c2ccccc2)c2ccccc2)c2ccccc2)cc1
→ 9.2*, -41*, 7.4*, 23, -2.1*, 3.7*, 17, 19, 8.5*

Screens from PubChem BioAssay.
